# Source: PubChem BioAssay (several laboratories)
# BoNT-F LC inh: blocks Botulinum neurotoxin F light chain protease; Multiplex microsphere protease cleavage assay, flow cytometry; inhibition, % at 10 µM; 0.22% of 360,000 active; AID 588497; in the data active = inhibition above about 35%, passing the limit was not always enough; inconclusive = no clear call, values can overlap the other calls; also: plate controls were buffer without enzyme for full effect and enzyme alone for no effect
# Anthrax LF prot: anthrax lethal factor protease inhibition; AID 588501; inhibition, % at 10 µM; P15917; multiplex microsphere protease cleavage assay, LF; 0.12% of 360,000 active; also: plate controls were buffer without enzyme for full effect and enzyme alone for no effect
# BoNT-A LC inh2: blocks Botulinum neurotoxin A light chain protease. multiplex microsphere protease substrate cleavage, flow cytometry. inhibition, % at 10 µM. AID 588499. 0.17% of 360,000 active; also: plate controls were buffer without enzyme for full effect and enzyme alone for no effect
# UGM FP inh: Mtb UDP-galactopyranose mutase inhibition | 0.06% of 320,000 active | purified UGM, fluorescence polarization probe displacement | inhibition, % at 10 µM | AID 504406; in the data active = inhibition above about 10%, passing the limit was not always enough; inconclusive = no clear call, values can overlap the other calls
# Target sequence (P9WIQ1 whole entry, looked up): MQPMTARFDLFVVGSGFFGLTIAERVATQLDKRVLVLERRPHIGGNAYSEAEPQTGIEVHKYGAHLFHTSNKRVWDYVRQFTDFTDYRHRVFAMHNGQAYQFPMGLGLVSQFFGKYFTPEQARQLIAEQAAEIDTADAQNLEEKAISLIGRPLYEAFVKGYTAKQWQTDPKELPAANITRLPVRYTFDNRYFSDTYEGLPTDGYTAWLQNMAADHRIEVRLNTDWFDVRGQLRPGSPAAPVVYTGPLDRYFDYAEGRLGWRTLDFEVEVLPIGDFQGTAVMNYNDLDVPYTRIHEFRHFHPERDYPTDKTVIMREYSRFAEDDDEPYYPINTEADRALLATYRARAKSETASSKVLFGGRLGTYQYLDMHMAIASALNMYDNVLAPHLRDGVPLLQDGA
# FadD28 binding: blocks FadD28 binding to the bisubstrate probe. fluorescence polarization. inhibition, % at 12.5 µM. 0.22% of 360,000 active. AID 588549; in the data active = inhibition above about 8.5%, passing the limit was not always enough; inconclusive = no clear call, values can overlap the other calls
# FBA Mtb inh: inhibitors of M. tuberculosis fructose-bisphosphate aldolase. AID 588726. inhibition, % at 1 µM. 2.3% of 360,000 active. purified M. tuberculosis FBA, fluorescence read-out. P9WQA3; in the data active = inhibition above about 27%;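 also: 0% = vehicle and 100% = reference inhibitor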
# Target sequence (P9WQA3 whole entry, looked up): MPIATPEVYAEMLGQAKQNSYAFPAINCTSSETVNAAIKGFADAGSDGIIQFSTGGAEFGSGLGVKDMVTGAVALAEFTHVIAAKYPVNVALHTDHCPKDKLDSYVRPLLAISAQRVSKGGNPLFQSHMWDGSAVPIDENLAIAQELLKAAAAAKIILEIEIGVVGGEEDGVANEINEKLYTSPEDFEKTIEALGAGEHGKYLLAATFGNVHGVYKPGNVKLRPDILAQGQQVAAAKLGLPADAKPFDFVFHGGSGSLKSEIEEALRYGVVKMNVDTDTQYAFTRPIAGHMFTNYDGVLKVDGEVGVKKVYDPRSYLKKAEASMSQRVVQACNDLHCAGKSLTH
# GDH-TPI inh: counter-screen for M. tuberculosis FBA inhibitors: GDH-TPI coupled enzymes; GDH-TPI coupled enzyme counterscreen, NADH absorbance; inhibition, % at 4.8 µM; 1.2% of 360,000 active; in the data active = inhibition above about 30%;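 also: 0% = DMSO wells and 100% = wells lacking the enzyme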
# PfHsp40 yeast: rescue of PfHsp40-mediated yeast toxicity | S. cerevisiae expressing PfHsp40, growth rescue, ATP luminescence | growth rescue, % at 12.5 µM | 0.68% of 340,000 active | AID 504582; in the data active = growth rescue above about 28%, passing the limit was not always enough; inconclusive = no clear call, values can overlap the other calls;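 also: yeast W303a lacking pdr1 and pdr3 grown in galactose medium; growth measured after three days at 30 °C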
# BioA inh: BioA (M. tuberculosis) enzyme inhibition | purified M. tuberculosis BioA enzyme, plate reader | inhibition, % at 9.99 µM | AID 602481 | 0.096% of 360,000 active; in the data active = inhibition above about 40%; inconclusive = no clear call, values can overlap the other calls
# Numbers without * were called inactive; ? = inconclusive; / = not tested or not shown. Rule as the data show it, unless noted: active = inhibition above about 30%; inconclusive = no clear call, values can overlap the other calls; inactive = below that.
# Values in the order: BoNT-F LC inh	Anthrax LF prot	BoNT-A LC inh2	UGM FP inh	FadD28 binding	FBA Mtb inh	GDH-TPI inh	PfHsp40 yeast	BioA inh
COc1cc(/C=C(\C#N)C(=O)NCC2CCCO2)cc(OC)c1OC (stereo unspecified)
 : -9	-1	-1.9	0.3	-0.1	-1	22	-0.5	0.8
COc1ccc(CNC(=O)Cn2nc([N+](=O)[O-])cc2C)cc1
 : ?	7	-1.2	-0.7	-1.8	0	0	-0.3	-0.5
Nc1ncnc2c1ncn2CCOc1ccccc1
 : -4	-6	-0.7	-0.3	-1.3	-2	12	?	-1.0
Cc1cc(C)c(C)c(S(=O)(=O)Nc2cccc(S(=O)(=O)Nc3ccccc3C(=O)O)c2)c1C
 : 2	3	-0.3	4.5	-4.8	3	1	4.9	4.0
COC1=C[C@@H]2C3=C([C@@H]2C1=O)[C@@H](NC(C)=O)CCc1cc(OC)c(OC)c(OC)c13
 : 4	-1	0.2	-1.1	-0.5	8	4	-0.4	-0.1
COC(=O)c1cccc(NC(=O)COc2cccc([N+](=O)[O-])c2)c1
 : -1	-1	0.7	-2.7	-2.5	5	9	0.6	/
CCCCC(=O)Nc1ccc(S(=O)(=O)N2CCCCC2c2cccnc2)cc1 (stereo unspecified)
 : 5	0	0.4	2.6	-5.6	1	-8	0.9	9.1
Clc1ccc(Oc2nc(N3CCOCC3)nc(N3CCOCC3)n2)c(C2CCCCC2)c1
 : 12	-2	0.0	-0.6	-1.8	-2	4	-1.6	8.1
Cc1ccc(-c2nc(CS(=O)CC(=O)NC3CCC(C)CC3)c(C)o2)cc1 (stereo unspecified)
 : -14	-4	0.2	0.7	0.0	0	7	-0.7	-0.3
Cc1nnsc1-c1onc(C)c1C(=O)O/N=C/c1ccc(Cl)cc1
 : ?	10	?	-3.9	0.4	2	3	-0.3	/
Clc1c(-c2ccccc2)nc2ccccn12
 : ?	13	-1.7	-0.8	-1.3	8	10	0.2	1.8
O=C(Nc1ccc(Br)cc1)C1CCC(=O)N1Cc1ccccc1Cl (stereo unspecified)
 : 5	-1	-0.1	-0.8	-5.4	-3	-4	-0.2	-1.3
CCOC(=O)C1CCCN(Cc2nc(N)nc(Nc3ccc(OC)cc3)n2)C1 (stereo unspecified)
 : -24	-5	-1.3	0.1	-2.7	4	0	-1.3	3.2
Cc1nn(C)c(C)c1CN(C(=O)C1CCC(=O)N(C2CCCCCC2)C1)C(C)C (stereo unspecified)
 : -2	1	0.0	-2.7	-3.1	1	3	0.3	-4.4
Cc1c(/C=N\NC(=O)C2(C)CC2(Cl)Cl)cnn1C (stereo unspecified)
 : -6	0	-0.6	-2.0	-2.2	1	-5	0.3	0.8
O=C(NCCc1ccccc1)Nc1nnc([C@H]2C[C@H](O)[C@@H](CO)O2)s1
 : 3	-2	0.4	/	-1.3	2	7	/	-0.7
CCN(CC)c1nc(Nc2ccc([N+](=O)[O-])cc2)nc(N(CC)CC)n1
 : ?	-5	-0.6	-0.6	-0.7	1	2	-1.8	-2.1
CCOC(=O)c1cccc(NC(=O)c2ccccc2C)c1
 : -1	2	0.0	-1.7	-1.6	6	2	-0.7	/
CC(=O)N1CCN(Cc2ccc(Cl)nc2)CC1
 : -3	0	-0.9	0.5	/	0	8	-1.3	0.3
O=C(Cc1ccccc1)NC1CCN(Cc2ccccc2)CC1
 : 0	7	-1.0	-2.8	-2.6	-1	14	0.9	/
COC(=O)C1=C(c2ccc(Cl)c(C(F)(F)F)c2)C[C@@H]2CC[C@H]1N2C(=O)NCCNC(C)=O
 : -1	-4	0.0	-0.8	-3.6	-1	3	0.5	-0.1
Cc1cc(C)c(C#N)c(Nc2ccccc2C)n1
 : ?	-11	?	-0.3	-0.8	0	25	0.8	-1.9
c1ccc(Cc2nnc3sc(-c4ccco4)nn23)cc1
 : -6	-8	-1.1	1.5	-0.9	1	3	-0.2	0.0
COc1ccccc1CNC(=O)C1CCN(S(=O)(=O)c2cccc([N+](=O)[O-])c2)CC1
 : 16	14	0.7	-3.2	-1.3	1	-4	-0.8	0.4
CC1CCN(C(=O)c2ncn(C)c2C(=O)N2CCC(C)CC2)CC1
 : -5	2	-0.3	-4.1	2.0	3	7	-0.9	-2.5
CCOC(=O)C1=C(CS(=O)(=O)c2ccc(F)cc2)NC(=O)NC1c1ccc(O)c(O)c1 (stereo unspecified)
 : -6	-1	-0.9	-1.1	-1.7	3	3	1.3	-0.2
O=C(NN=C1CCCC1)c1ccccc1OCc1ccc(Cl)cc1
 : 2	2	1.0	0.5	0.8	0	-2	-0.7	/
CCCNC(=O)Cn1c(=O)oc2cc(S(=O)(=O)N3CCCC3)ccc21
 : -1	7	-0.2	-0.1	-1.9	1	4	-0.7	-1.0
O=C(NCCN1CCOCC1)C1CCN(S(=O)(=O)c2ccccc2)CC1
 : -3	1	-0.2	/	-3.1	1	-4	/	-0.4
CC(C)(C)C(=O)Nc1nnc(-c2ccncc2)o1
 : 4	-1	0.0	3.5	-4.3	7	5	-0.6	/
Cc1cccc(C)c1NC(=O)CCn1cnc2ccccc2c1=O
 : -1	1	-0.4	0.9	-3.4	-2	-2	-1.6	/
CC1Sc2ccc(S(=O)(=O)CCC(=O)N3CCN(c4cccc(Cl)c4)CC3)cc2NC1=O (stereo unspecified)
 : /	/	/	0.7	-0.8	-2	0	0.5	0.1
Cc1ccccc1OCCOC(=O)c1ccc(S(=O)(=O)N2CCCC2)cc1
 : 3	-3	0.8	/	-2.2	4	0	2.4	-0.4
CCOC(=O)c1ccc(Nc2nc(C(=O)OCC)nc3ccccc23)cc1
 : -7	-6	-0.4	-1.9	-1.5	1	35*	1.1	-0.2
CCC1(c2ccccc2)NC(=O)N(CC(=O)Nc2ccc(Cl)c(S(=O)(=O)N3CCCCC3)c2)C1=O (stereo unspecified)
 : 24	-6	3.0	-1.4	-0.4	4	1	0.4	1.5
CCOc1cc(C(=O)CCC(=O)OCC(=O)NC(=O)NCC(C)C)ccc1O
 : -3	0	-0.3	1.5	1.3	2	0	-0.9	-0.7
CCN(C(=O)CSc1nnc(C(C)N(C)C)n1-c1ccc(F)cc1)C1CCS(=O)(=O)C1 (stereo unspecified)
 : -1	0	0.9	/	-2.6	0	-4	-1.9	2.0
COc1ccc(NC(=S)Nc2ccc(S(=O)(=O)N3CCCCC3)cc2)cc1
 : -4	-10	-0.3	/	-5.1	-1	-12	/	/
Cn1c(N)c(C(=O)CSc2nnc(C3CC3)n2-c2ccccc2)c(=O)[nH]c1=O
 : -5	-9	0.0	2.2	0.1	3	8	0.1	-0.1
OCCCNc1ncnc2c1ncn2[C@H]1CN(Cc2ccco2)C[C@@H](CO)O1
 : 0	-11	0.0	/	-1.4	3	4	/	0.4
CCOC(=O)CSc1nnc(CNC(=O)c2cccc(C)c2)n1C
 : -10	-4	-0.4	-3.8	-5.5	-6	5	47*	/
CSc1nc(O)c(C(c2ccc(F)cc2)c2c(O)nc(SC)[nH]c2=O)c(=O)[nH]1
 : -19	?	-6.2	3.3	-3.6	3	-6	/	0.3
CCN(CC(=O)Nc1c(F)cccc1F)C(=O)CCSc1ccc(F)cc1
 : /	/	/	-3.5	-3.2	-3	-3	-0.5	-0.8
O=C(CN1CCCCC1)NC(=O)NC1CCCCC1
 : -2	-2	1.9	1.4	/	-5	3	2.3	1.4
Cn1c(Nc2ccccc2)nc2ccccc21
 : 3	-8	-4.2	0.8	-4.0	0	10	-2.4	-1.6
COc1cccc(OC)c1NC(=O)CN1CCC(NC(=O)c2cccc(F)c2)CC1
 : -6	-1	0.1	-1.7	-3.0	-1	2	-1.8	14
O=C(N/N=C/c1cc2c(c([N+](=O)[O-])c1)OCO2)c1ccncc1
 : -3	-3	-0.5	2.4	0.0	1	12	0.0	-0.8
CCOC(=O)c1ccccc1NS(=O)(=O)c1c(C)nc2sccn2c1=O
 : -6	1	-0.5	1.3	-2.9	2	15	0.6	-0.5
CCC1(c2ccccc2)NC(=O)N(CC(=O)NC2CCCCCC2)C1=O (stereo unspecified)
 : ?	-1	0.5	-2.0	-4.4	-1	-3	-0.6	0.0
CC(C)(C)c1cc(Cl)ccc1OCCn1ccnc1
 : /	/	/	3.6	-1.3	4	20	-0.2	4.3
Cc1ccc2cccc(O)c2[n+]1[O-]
 : 7	-1	0.7	-1.0	-0.3	1	6	-0.7	-1.9
CCOc1ccc(CN(C)C(=O)[C@H](C)NC(=O)c2ccco2)cc1OC
 : 7	2	-1.3	-0.5	-1.7	1	-7	0.1	-2.2
Cc1cc(C)n(CC(=O)NC2CCCCC2)n1
 : 2	-2	?	0.4	0.1	1	0	?	/
CCOC(=O)C1(Cc2cccc(Cl)c2)CCCN(C(=O)c2c(CC)noc2C)C1 (stereo unspecified)
 : -2	-1	-1.4	-0.7	-1.6	-1	3	-0.1	0.8
CC(Sc1ccccc1)C(=O)N/N=C/c1ccccc1 (stereo unspecified)
 : 0	-10	0.4	-0.1	-0.6	5	13	0.7	/
COCCNCCCCOc1c(Cl)cc(C)cc1Br
 : -2	-5	0.1	-3.1	-2.7	0	-9	-0.4	-0.8
CC1CC(C)CN(CCCNC(=O)c2ccc3c(c2)ncn3C2CCCC2)C1 (stereo unspecified)
 : 0	0	2.2	2.4	-2.5	0	-7	0.5	-1.2
O=C(N/N=C/c1cccnc1)c1ccc(O)cc1
 : 1	2	-2.1	-1.0	-0.3	0	20	-3.0	/
COc1ccccc1C(=O)Nc1ccon1
 : 0	-6	-0.2	-2.7	-2.3	-3	-6	1.2	-0.8
O=C(Nc1cccc([N+](=O)[O-])c1)c1cccc(C(=O)Nc2cccc([N+](=O)[O-])c2)c1
 : ?	-7	-5.7	-0.3	-3.6	3	2	-1.1	1.2

# Some of the entries above in another layout:
SMILES	BoNT-F LC inh	Anthrax LF prot	BoNT-A LC inh2	UGM FP inh	FadD28 binding	FBA Mtb inh	GDH-TPI inh	PfHsp40 yeast	BioA inh
O=C(CN1CCCCC1)NC(=O)NC1CCCCC1	-2	-2	1.9	1.4	/	-5	3	2.3	1.4
Cn1c(Nc2ccccc2)nc2ccccc21	3	-8	-4.2	0.8	-4.0	0	10	-2.4	-1.6

# The list goes on:
# Values in the order: BoNT-F LC inh	Anthrax LF prot	BoNT-A LC inh2	UGM FP inh	FadD28 binding	FBA Mtb inh	GDH-TPI inh	PfHsp40 yeast	BioA inh
CC1(C)CC(=O)C(C=NCCN2CCN(C(=O)NC34CC5CC(CC(C5)C3)C4)CC2)=C(O)C1
 : -1	-1	0.3	/	-3.2	-2	8	-0.6	-0.4
CCOc1ccccc1NC(=O)COC(=O)Cc1ccsc1
 : 4	-11	0.8	/	-1.5	-3	1	-0.6	-0.5
CN1c2ccccc2Sc2cc(N)ccc21
 : -108	-12	1.4	-1.2	-0.8	1	9	-0.8	-1.7
Cc1cccc(N2CCN(C(=O)CCNS(=O)(=O)c3ccc4c(c3)oc(=O)n4C)CC2C)c1 (stereo unspecified)
 : -5	-1	1.2	-3.3	-2.4	-3	1	-0.4	1.8
O=C(CCSc1nnc(-c2ccncc2)o1)Nc1ccccc1Cl
 : -4	1	-1.2	-0.4	-1.4	0	5	0.5	-1.7
Cc1nc2ccccc2c(=O)n1-c1ccc(F)cc1
 : -10	-2	-0.8	-1.7	-2.0	-2	5	6.0	-0.7
O=C(O)C1CCCN(S(=O)(=O)c2ccc(Br)cc2)C1 (stereo unspecified)
 : -10	-1	-1.2	1.0	0.5	1	2	-0.1	/
O=C(Nc1ccc(N2CCOCC2)cc1)c1cc(-n2cnnc2)ccc1Cl
 : 8	1	1.4	-0.4	-1.9	-1	4	-0.1	0.9
CCSc1nnc2c(n1)OC(c1ccc(C(=O)O)cc1)N(C(C)=O)c1ccccc1-2 (stereo unspecified)
 : -3	1	0.6	1.3	2.4	7	21	0.0	-0.5
CCOC(=O)c1cccc(NC(=O)C(NS(=O)(=O)c2ccc3c(c2)CCN3C(C)=O)C(C)C)c1 (stereo unspecified)
 : 14	0	1.4	2.8	-3.1	1	3	0.7	1.3
CC(C)Cc1ccc(-c2cc3nc(NCC4CC4)ccn3n2)cc1
 : 0	-5	-0.1	/	-0.7	14	3	/	-0.5
